Assay outcomes: PubChem, National Center for Advancing Translational Sciences (NCATS)
ALDH1A1 inh: ALDH1A1 (human) enzyme inhibition; P00352; Purified ALDH1A1, NADH fluorescence, propionaldehyde substrate; Potency, µM (top dose mostly 75.3 µM), for inactives: at the top dose activity, negative = inhibition, usual class: inhibitors; 220,000 tested, 7.3% active; AID 1030; active means well fitted inhibition curve with a large enough effect, not every such curve was filed as active; inconclusive means small, poorly fitted or top-dose-only effect, or another doubt; inactive means no such curve, though single readings can be large or run the other way;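 further: plate controls were no enzyme wells and a reference inhibitor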
TR SRC2 fluor cs: counter-screen for TRb-SRC2 inhibitors: fluorescence interference; TRb/SRC2 Texas Red total fluorescence interference; Potency, µM (highest dose often 106 µM), without a hit: at the highest dose fluorescence change, negative = quenching; 280,000 tested, 0.29% active; AID 1479; active means well fitted curve in either direction with a large enough effect; inconclusive means small, poorly fitted or top-dose-only effect; further: on the % scale 0 is the no-effect control and ±100 the full control effect
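Human TRβ ligand-binding domain (0.6 uM) and Texas Red SRC2 peptide (20 nM) in Tris buffer with 1 uM T3 and 5% DMSO were incubated with pinned compound for 5 hr at ambient temperature. Total fluorescence was computed as S + 2P (555/632 nm).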
SMN2 splice up: SMN2 splice variant enhancement; HEK293 SMN2-luciferase splicing reporter, luminescence, 30-36 h; Potency, µM (doses to about 46.1 µM), without a hit: at the highest dose activity change, positive = activation, hits mostly activators; 210,000 tested, 2.8% active; further: % of control where 0% means no effect; nearly all actives have a fitted effect of over 55% in size
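qHTS luciferase splicing reporter: luminescence rises when SMN2 exon 7 is included in transfected HEK293 cells. Compound exposure lasted 30-36 h at 37C, with 4.5 mM final sodium butyrate as control, followed by a ONE-Glo read.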
RGS12 GoLoco inh: blocks human Gai1 binding to RGS12 GoLoco peptide, red readout | Gai1:RGS12 GoLoco peptide FP, rhodamine, 10 min | Potency, µM (top dose mostly 61.6 µM), without a hit: at the top dose activity, negative = inhibition, most hits filed as inhibitors | 230,000 tested, 0.44% active | AID 880; active means well fitted inhibition curve with a large enough effect, not every such curve was filed as active; inactive means no such curve, though single readings can be large or run the other way; further: on the % scale 0 is the no-effect control and ±100 the full control effect; nearly all actives have a fitted effect of over 30% in size; many of its hits are not listed in these tables
TRb SRC2 PPI: TRbeta-SRC2 interaction inhibition; P10828; TRbeta-SRC2 peptide binding, fluorescence polarization; receptor liganded with 1 µM T3; Potency, µM (top dose mostly 106 µM), for the others: top-dose activity change, negative = inhibition, hits mostly inhibitors; 280,000 tested, 0.065% active; AID 1469;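 further: plate controls were bound peptide for no effect and peptide without receptor for full effect; nearly all actives have a fitted effect of over 50% in size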
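A fluorescence polarization screen tested compounds at multiple concentrations against complex formation between 0.6 uM TRb ligand-binding domain and 20 nM Texas Red SRC2 peptide, with 1 uM T3 present; readout after 5 hr.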
Lamin A splicing: changes lamin A minigene splicing in HeLa cells | HeLa LMNA splicing GFP/RFP minigene ratio, 48 h | 200,000 tested, 0.01% active | AID 1487 | Potency, µM (titrated, usually from 46.1 µM), inactives show at the top dose ratio change, negative = inhibition, hits mostly inhibitors; active means well fitted inhibition curve with a large enough effect in the signal ratio, with a control signal flat, not every such curve was filed as active; inconclusive means small, poorly fitted or top-dose-only effect, or effect the other way, or a change in a side signal; the % refers to the signal ratio; further: on the % scale 0 is the no-effect control and ±100 the full control effect
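S3 HeLa stable clones carrying a lamin A-EGFP splicing minigene plus DsRed2 were seeded at 600 cells/well in Opti-MEM with 2% FBS, pin-dosed and incubated 48 h at 37°C. Acumen cytometry (488 nm) gave the GFP/RFP total-intensity ratio.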
RECQ1 helicase: RECQ1 (human) helicase inhibition. P46063. RECQ1 DNA unwinding, red fluorescence kinetic read. Potency, µM (series often up to 57.3 µM), for the others: at the highest dose activity, negative = inhibition, hits mostly inhibitors. 240,000 tested, 0.54% active;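 further: plate controls were vehicle for no effect and no enzyme for full effect; nearly all actives have a fitted effect of over 30% in size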
Target sequence (P46063 whole entry, looked up): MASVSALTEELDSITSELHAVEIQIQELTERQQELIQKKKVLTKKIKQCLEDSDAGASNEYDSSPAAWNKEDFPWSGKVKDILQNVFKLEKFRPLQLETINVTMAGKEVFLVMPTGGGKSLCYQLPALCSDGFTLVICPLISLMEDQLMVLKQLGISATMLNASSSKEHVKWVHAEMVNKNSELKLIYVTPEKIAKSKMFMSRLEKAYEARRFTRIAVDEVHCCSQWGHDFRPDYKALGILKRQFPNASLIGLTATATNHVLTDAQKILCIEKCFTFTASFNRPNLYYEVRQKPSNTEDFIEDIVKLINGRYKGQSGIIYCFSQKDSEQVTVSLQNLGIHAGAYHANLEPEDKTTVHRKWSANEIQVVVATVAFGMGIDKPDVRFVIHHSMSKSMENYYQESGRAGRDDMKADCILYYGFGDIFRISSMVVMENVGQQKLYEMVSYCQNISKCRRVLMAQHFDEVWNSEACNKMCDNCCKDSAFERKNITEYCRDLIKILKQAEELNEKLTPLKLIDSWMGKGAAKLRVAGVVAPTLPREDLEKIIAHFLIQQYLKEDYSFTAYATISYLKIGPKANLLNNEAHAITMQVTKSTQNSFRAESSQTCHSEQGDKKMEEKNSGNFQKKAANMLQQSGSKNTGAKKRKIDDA
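50 nM RECQ1T1 preincubated 15 min with compound in Tris pH 8.0 buffer with MgCl2, DTT, Tween-20 and 2.5 ug/ml poly(dI-dC); started with 200 nM TAMRA/BHQ-2 forked duplex and 2 mM ATP. Unwinding read as fluorescence (525/598 nm), two reads 2 h apart.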
JMJD2E inh: blocks human JMJD2E demethylase activity; JMJD2E catalytic domain, FDH-coupled NADH fluorescence (FDH is formaldehyde dehydrogenase); 230,000 tested, 1.6% active; AID 2147; Potency, µM (top dose mostly 57.1 µM), for the others: at the highest dose activity change, negative = inhibition, actives largely listed as inhibitors; B2RXH2; active means well fitted inhibition curve with a large enough effect, not every such curve was filed as active; inconclusive means small, poorly fitted or top-dose-only effect, or another doubt; inactive means no such curve, though single readings can be large or run the other way;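 further: 0% = wells with enzyme and -100% = buffer wells without enzyme; nearly all actives have a fitted effect of over 50% in size; many of its hits are not listed in these tables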
Target sequence (B2RXH2 1-337 limits assumed): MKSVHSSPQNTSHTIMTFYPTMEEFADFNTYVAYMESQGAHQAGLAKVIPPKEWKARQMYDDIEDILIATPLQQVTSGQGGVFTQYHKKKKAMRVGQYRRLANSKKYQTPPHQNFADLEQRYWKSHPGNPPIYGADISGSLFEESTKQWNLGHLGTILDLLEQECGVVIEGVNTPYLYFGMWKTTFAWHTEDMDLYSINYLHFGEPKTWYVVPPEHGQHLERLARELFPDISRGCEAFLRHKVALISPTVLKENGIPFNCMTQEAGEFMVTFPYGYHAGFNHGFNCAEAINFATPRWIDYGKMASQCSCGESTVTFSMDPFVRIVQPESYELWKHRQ
Numbers without * were called inactive; i = inactive; ? = inconclusive; . = not tested or not shown; & = joins results of further samples; [ ] = another dose, or the depositor's remark. Unless noted, the call rests on the fitted dose curve; in most records, active means well fitted curve in the direction sought with a large enough effect; inconclusive means small, poorly fitted or top-dose-only effect, or another doubt; inactive means no such curve, though single readings can be large; an effect the other way counts as inactive or inconclusive. Potency means the concentration at half of the fitted maximal effect.

nr	Molecule	ALDH1A1 inh	TR SRC2 fluor cs	SMN2 splice up	RGS12 GoLoco inh	TRb SRC2 PPI	Lamin A splicing	RECQ1 helicase	JMJD2E inh
1	OCCN(Cc1ccccc1)Cc1ccc(Cl)cc1Cl	?	-3%	-13%	5%	4%	-1%	-2%	?
2	CSc1ccccc1C(=O)Nc1nc2ccccc2[nH]1	2%	-1%	14µM*	2%	-3%	.	i	6%
3	CC(Oc1ccc(Cl)cc1)c1ccnn1S(=O)(=O)c1ccccc1 (stereo not drawn)	-11%	1%	-27%	2%	-2%	12%	i	1%
4	CCCCOc1c(Br)cc(/C=N/O)cc1OCC	?	-1%	-31%[inhibitor]	10%	-7%	-1%	-4%	-2%
5	CCC(=O)c1ccc(OCC(=O)O)c(OC)c1	-6%	-2%	-27%	-7%	9%	.	i	-4%
6	CCC(C)[C@H](NC(=O)NCCC1=CCCCC1)C(=O)OC (stereo partly drawn)	.	0%	.	-3%	0%	.	-4%	?
7	COC(=O)CNC(=O)C12CC3CC(C1)CC(c1ccc(C)cc1)(C3)C2	10%	-1%	9%	5%	8%	-13%[46 µM]	i	23%
8	COC(=O)c1sccc1NC(=O)C1CCCCC1C(=O)O (stereo not drawn)	-38%	-4%	.	0%	-7%	.	-1%	4%
9	CNC(=O)c1sc(-c2ccccc2)nc1C	?	1%	0%	-14%	3%	-6%	-8%	-90%
10	NS(=O)(=O)c1ccc(NC(=O)c2ccc(S(=O)(=O)N3CCOCC3)o2)cc1	.	-6%	.	1%	8%	.	12%	-1%
11	O=[N+]([O-])c1ncccc1Oc1nc(-c2cccnc2)nc2ccccc12	-8%	-2%	-30%	0%	-1%	-19%[46 µM]	i	0%
12	CC1(C)CC(=O)C=C(NNC(=O)OC(C)(C)C)C1	1%	-2%	-5%	-20%	-5%	-6%[46 µM]	22%	-5%
13	CCCCC(=O)NC(=S)Nc1cc(C(=O)O)ccc1OC	2%	2%	3%	17%	-9%	-5%[46 µM]	i	4%
14	CCC(CC)c1nnc(NC(=O)/C=C/c2ccco2)s1	?	-1%	-21%[1.84 µM]	8%	-9%	-13%	-13%	-4%
15	Cc1cc(Cl)c(S(=O)(=O)Nc2ccc3c(c2)OCO3)cc1OCC(=O)NC1CCCCC1	?	-3%	-10%	3%	-16%	?	-7%	-7%
16	Cc1ccc(-n2ncc3c(SCc4ccccn4)ncnc32)c(C)c1	?	-3%	1.8µM*	3%	1%	?	-2%	-11%
17	C=CCCC(=O)Nc1nc(C)c(-c2csc(Nc3cccc(OC)c3)n2)s1	-7%	1%	-29%	25%	-8%	11%	-8%	-25%
18	CCOC(=O)c1ccc(CNC(=O)CCC(=O)O)cc1	-15%	-5%	-22%	-4%	-4%	0%	5%	2%
19	CCOP(=O)(OCC)C(Nc1ccccc1)c1ccc2c(c1)OCO2 (stereo not drawn)	-1%	1%	2%	16%	-22%	12%[0.0737 µM]	i	9%
20	O=C1CCCC2=C1Sc1ccccc1N2	.	-1%	.	-3%	1%	.	i	-19%
21	Cc1ccc2cc(CN(CCN3CCCC3)C(=O)Nc3ccccc3)c(=O)[nH]c2c1C	-2%	-4%	-4%	4%	-10%	4%	i	-17%
22	O=C(c1ccc(Cl)nc1)N1CCC(Cc2ccccc2)CC1	.	-3%	.	8%	8%	.	9%	-9%
23	Cc1ccc(-n2nc(C(=O)O)cc2-c2ccccc2)cc1	0%	-4%	6%	2%	-1%	1%	-7%	-1%
24	CC(C)c1ccc(NC(=S)Nc2ccc3[nH]c(=O)[nH]c3c2)cc1	40µM*	-2%	.	7%	-1%	.	-6%	0%
25	CC(CNS(=O)(=O)c1ccccc1)Sc1ncccn1 (stereo not drawn)	.	0%	.	9%	0%	.	-2%	-7%
26	COc1ccc(-c2nc3cnc(N(C)C)nc3n(CCC#N)c2=O)cc1	?	.	.	7%	.	-10%	i	.
27	CCc1nnc(NC(=O)c2nc3nccc(C)n3n2)s1	?	2%	10%	0%	4%	11%	-4%	0%
28	COc1ccc(CCNC(=O)c2ccc3ccccc3n2)cc1OC	3%	-2%	-17%	20%	6%	?	i	7%
29	Cc1cccc(N2CCN(C(=S)NC3CCCCC3)CC2)c1C	.	-2%	.	-10%	1%	.	-15%	?
30	CC(C)(C)c1ccc(N2C(=O)CSC2c2cccnc2)cc1 (stereo not drawn)	?	0%	.	10%	3%	.	-4%	3%
31	CC1=C(C(=O)c2ccccc2)C(c2cccc([N+](=O)[O-])c2)NC(=S)N1 (stereo not drawn)	1.1µM*	1%	-3%	6%	-3%	?	-7%	-18%
32	CCOC(=O)N1CCC(Nc2ncnc3c2cnn3-c2ccccc2)CC1	?	4%	-36%[inhibitor]	-1%	-2%	-10%	-3%	?
33	O=C(COc1ccccc1)Nc1ccccc1NS(=O)(=O)c1cccs1	-2%	-3%	.	3%	1%	2%	-3%	6%
34	CC(C)Sc1nc(SCC(=O)O)c2c3c(sc2n1)COC(C)(C)C3	.	2%	.	5%	-1%	.	-9%	?
35	COC(=O)c1sc(N)c(C(=O)OC)c1COC(=O)CNS(=O)(=O)c1ccc(C)cc1	?	0%	-15%[1.84 µM]	-2%	3%	-8%	-12%	4%
36	Cc1nc2cc(-c3sccc3-n3cccc3)nn2c(C)c1C	?	-2%	19%	-17%	12%	6%	0%	?
37	CC(NC(=O)C1(c2cccs2)CCOCC1)c1ccccc1 (stereo not drawn)	9%	0%&1%	2%	-6%	-5%&1%	2%[46 µM]	-3%	-5%
38	O=C(NNC(=O)C1CC1c1ccccc1)Nc1cccc(Cl)c1 (stereo not drawn)	6%	-3%	4%	4%	7%	?	8%	0%
39	COc1ccc(-c2nc3n(c2C)CCC3)cc1	.	1%	.	8%	2%	.	i	3%
40	N#CC(C(=O)NC1CCCCC1)c1nc2ccccc2nc1N1CCN(c2ccccc2F)CC1 (stereo not drawn)	?	-1%	-15%	11%	-2%	?	-12%	-6%
41	O=C1Nc2ccccc2C(O)(C(=O)NC2CC2)N1c1ccc(Cl)c(Cl)c1 (stereo not drawn)	7%	2%	-14%	3%	4%	-9%	-8%	-3%
42	CC(C)C(=O)Nc1nnc(Cc2ccccc2)s1	2%	-3%	-8%	12%	-2%	10%	-5%	11%
43	CC(=O)/C(C#N)=C1\NC(=O)C(Cc2ccccc2C)S1 (stereo not drawn)	.	-3%	.	-19%	-7%	.	-4%	3%
44	CCOC(=O)C1CCN(CC(=O)c2c(C)[nH]c3cc(C)ccc23)CC1	7%	0%	21%	-2%	0%	-5%	-3%	-2%
45	CCn1cc(SCC(=O)NCc2ccc3c(c2)OCO3)c2ccccc21	-5%	-3%	-13%	3%	-4%	-12%	-22%	-5%
46	CCOc1ccc(C(=O)N2CCCN(C(=O)c3ccc(OCC)cc3)CC2)cc1	-14%	0%	-10%	7%	2%	-8%	-8%	5%
47	CCOc1ccc(C2NC(=O)c3sc(=S)n(-c4ccccc4)c3N2)cc1 (stereo not drawn)	?	0%	2%	0%	5%	-3%	-16%	-11%
48	Cc1cc(NS(=O)(=O)c2ccc(NC(=O)c3cc4ccccc4o3)cc2)nc(C)n1	?	-3%	-5%	10%	-3%	-9%	-1%	6%
49	Cc1ccc(NC(=O)c2cccc3c2-c2ccccc2C3=O)cc1C	?	-4%	-1%	0%	-8%	-11%	i	4%
50	CN1CCN(C(=O)c2ccc(N(C)S(=O)(=O)c3cccs3)cc2)CC1	11%	0%	-18%	0%	-3%	17%[46 µM]	i	0%
51	Cc1cc(N/N=C2/CCCc3ccccc32)nc2ccccc12	-6%	-4%	-4%	9%	1%	?	i	?
52	COC(=O)C(CCSC)NC(=O)c1cc2c(n(-c3ccc(C)cc3)c1=O)CCCC2=O (stereo not drawn)	7%	3%[53 µM]	.	14%	11%[53 µM]	.	-6%	13%
53	COc1ccc(-n2nc([N+](=O)[O-])c(=NCc3cccnc3)n2O)cc1	10%	-2%	26%	7%	-6%	-9%	-1%	8%
54	COc1ccc(CNC(=O)COC(=O)/C=C/c2cccc(Br)c2)cc1	3%	0%	19%	4%	-6%	7%[46 µM]	i	1%
55	CCCCC(=O)N(CCOC)c1nnc(-c2cccnc2)s1	-4%	-1%[53 µM]	.	12%	-7%[53 µM]	.	i	-7%
56	C=CCOc1c2ccc(C(=O)NCc3ccccc3OC)cc2nn1C	?	2%	-9%	9%	-21%	10%	-7%	?

Later entries
nr	Molecule	ALDH1A1 inh	TR SRC2 fluor cs	SMN2 splice up	RGS12 GoLoco inh	TRb SRC2 PPI	Lamin A splicing	RECQ1 helicase	JMJD2E inh
57	CCOc1ccc(NC(=O)c2ccncc2)cc1	11%	-1%	-13%	7%	-15%	-2%	-6%	0%
58	COC(=O)CN1C(=O)N/C(=C/c2cc3c(cc2OC)OCO3)C1=O	7.9µM*	0%	3%	-6%	-9%	.	-1%	-16%
59	O=C(NC(=S)Nn1cnc2c(cnn2-c2ccccc2)c1=O)c1ccc(Oc2ccccc2)cc1	?	-1%	-16%	-4%	-7%	?	-3%	10%
60	CCOc1ccc(-n2c(=O)c3ccccc3c3ccccc3c2=O)cc1	.	-1%	.	2%	7%	.	0%	-2%
61	Cn1c(=O)c([N+](=O)[O-])c(Cl)c2ccccc21	18µM*	-3%	-47%[inhibitor]	15%	-1%	?	i	-1%
62	CC(=O)n1cc(Nc2ccccc2C(=O)O)c2ccccc21	?	-4%	1%	0%	-13%	0%	i	?
63	CC(C)(C)NC(=O)C(=O)NNC(=O)c1ccco1	-1%	-3%	13%	5%	-8%	.	i	-10%
64	Cc1ccn2c(CNCCn3cccn3)c(C(=O)N3CCCCCC3)nc2c1	?	-2%	.	-6%	-7%	.	i	?
65	COc1ccc(C)cc1NC(=O)Nc1cccc(C(=O)O)c1	13%	-9%	.	10%	-3%	.	-5%	-3%

These rows are one share of the data; the hit share may differ from the screen's.
